# Screening results deposited in PubChem by several laboratories.
# Mcl1-Noxa inh: Mcl-1/Noxa binding inhibitors, primary screen, biochemical, TR-FRET, 1536-well; Induced myeloid leukemia cell differentiation protein Mcl-1 (Homo sapiens), Q07820; TR-FRET Mcl-1/Noxa peptide binding, 2 h; inhibition, % at 21.7 µM; hit rate 1.5% among 220,000;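 active = compounds that cut the protein-peptide binding signal by more than 50% relative to plate controls in a single-dose test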;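 also: His-tagged Mcl-1 with rhodamine Noxa BH3 peptide and terbium anti-His antibody; 0% = Mcl-1 plus Noxa peptide wells and 100% = peptide-only wells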
# Target sequence (Q07820 whole entry, looked up): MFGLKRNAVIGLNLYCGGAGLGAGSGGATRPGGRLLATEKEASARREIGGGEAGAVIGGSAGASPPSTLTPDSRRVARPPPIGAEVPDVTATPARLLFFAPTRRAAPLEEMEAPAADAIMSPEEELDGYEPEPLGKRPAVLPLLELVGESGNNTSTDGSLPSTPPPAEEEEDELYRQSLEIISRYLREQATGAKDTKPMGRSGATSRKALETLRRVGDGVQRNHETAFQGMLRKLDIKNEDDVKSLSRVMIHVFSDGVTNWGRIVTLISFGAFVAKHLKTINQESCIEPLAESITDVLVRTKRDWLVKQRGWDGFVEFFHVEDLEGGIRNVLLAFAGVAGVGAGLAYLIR
# Mcl1-Bid inh: Mcl-1/Bid binding inhibitors, primary screen, biochemical, TR-FRET, 1536-well | TR-FRET Mcl-1/Bid-Dy647 peptide binding | Induced myeloid leukemia cell differentiation protein Mcl-1 (Homo sapiens), Q07820 | hit rate 0.97% among 220,000 | inhibition, % at 21.7 µM;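 active = compounds that cut the binding signal by more than half at the single screening dose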;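 also: His-tagged Mcl-1 with europium anti-His antibody binding Bid BH3 peptide; 0% = Mcl-1 plus peptide wells and 100% = peptide-only wells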
# Pf gamet viab: late stage P. falciparum gametocyte viability inhibitors, primary screen, ATP luminescence, HTS | hit rate 0.065% among 150,000 | inhibition, % at 10.9 µM | P. falciparum stage V gametocytes, 24 h;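 active = inhibition above the mean plus 3 SD of compounds within the control limits, set per campaign, cut at about 38% in these data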;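 also: 0% = DMSO wells and 100% = medium only without gametocytes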
# Avidin fluor: green autofluorescence of compounds with avidin beads – biophysical, 488/530 nm, flow cytometry, artefact control, profiling panel. AID 1775, 2009. hit rate 0.38% among 220,000. compound fluorescence 488/530 nm; active compounds read high. fluorescence (KMESF) at 10 µM; in the data active = fluorescence above about 47; also: inactives centre near 10
# * = called active by the depositor. Some of the compounds tested, so the mix of outcomes need not match the whole.
SMILES,Mcl1-Noxa inh,Mcl1-Bid inh,Pf gamet viab,Avidin fluor
COc1ccc(C2=NO[C@@H]3C(=O)N(Cc4ccccc4)C(=O)[C@H]23)c(OC)c1,-8,8,-15,12
Cc1ccc(CNC(=O)CCC2CCCN(Cc3cccc4c3OCO4)C2)o1 (stereo unspecified),12,-47,-2,7
COCCN(CCOC)C(=O)COC(=O)c1cc([N+](=O)[O-])ccc1Cl,-4,-43,11,20
COc1ccc(C2c3ccc(O)cc3Oc3ncn(CCN4CCOCC4)c(=N)c32)cc1 (stereo unspecified),10,-36,13,3
COc1cc(OC)c2ccc(=O)oc2c1C(CCN1CCN(c2ccccc2)CC1)c1ccc2c(c1)OCO2 (stereo unspecified),-15,-59,8,10
Cc1ccc(SCC(=O)Nc2c(Br)cnn2C)cc1,16,-6,-18,7
Cc1onc(-c2c(F)cccc2Cl)c1C(=O)N=C(N)N1CC(C)OC(C)C1 (stereo unspecified),-10,-14,15,8
CN(C)NC(=S)Nc1cccc(Cl)c1,4,-28,-3,2
O=C(O)c1ccc(N/C(=N\S(=O)(=O)c2ccc(Cl)cc2)c2ccccc2)cc1,35,27,4,5
CN(C)S(=O)(=O)c1cc(NC(=O)COC(=O)/C=C/c2ccco2)ccc1Cl,32,-28,-6,8
CC1CC(NC(=O)/C=C/C(=O)O)CC(C)(C)C1 (stereo unspecified),-3,-8,-1,24
COc1ccc(N(CC(=O)Nc2cccc(N(C)S(C)(=O)=O)c2)S(=O)(=O)c2ccc(F)cc2)cc1,0,-2,7,6
O=C1CN(C(=O)CNCc2ccc(Cl)cc2)c2ccccc2N1,11,20,-27,7
Cc1nnn(C23C[C@@H]4C[C@@H](CC(C(=O)N5CCN(c6ccccc6)CC5)(C4)C2)C3)n1,0,-32,7,6
O=C(NNC(=S)NC(=O)c1cccnc1)c1ccc(F)cc1,-16,-66,-18,6
CCC1=Nc2cc(C(=O)NCC3CCCO3)ccc2Sc2ccc(Cl)cc21 (stereo unspecified),13,-3,1,8
COc1ccc(C2/C=C\CN(C(=O)Oc3ccc(C(F)(F)F)cc3)CC(=O)N2Cc2ccc(F)cc2)cc1 (stereo unspecified),8,-35,1,9
O=C1N=C(N2CCOCC2)S/C1=C\c1ccncc1,-28,-30,-3,5
O=C(NNC(=O)C(Cl)Cl)c1cnn(-c2ccccc2)c1C(F)(F)F,-1,-3,-9,7
CC(C)C(=O)Nc1nnc(COc2ccc(Cl)cc2)s1,-18,8,-16,8
O=C(O)CCC(=O)NCc1c(Cl)cccc1Sc1ccc(Cl)cc1,-11,-1,-16,7
O=C1c2ccccc2C(=O)c2c([N+](=O)[O-])ccc(O)c21,32,-21,7,6
Cc1cc(C(F)(F)F)cc(NNC(=O)NC(=O)c2ccccc2Cl)n1,-5,1,-2,9
Cc1cc(C)cc(NC(=O)N2CCCN(c3ncccc3[N+](=O)[O-])CC2)c1,-8,-19,15,3
COc1ccc(/C=N/n2c(C)nc3c([nH]c4ccccc43)c2=O)cc1CN1CCCC(C)(C)C1,16,-16,-8,6
CC(=O)O/C(=C\c1cn(C(C)=O)c2ccccc12)C(=O)O,21,-65,-5,8
CCOC(=O)CCc1c(C(=O)OCC)[nH]c(CC)c1C(=O)OCc1ccccc1,21,32,-7,8
O=C(c1ccc(OC2CCN(C(=O)C3CC3)CC2)cc1)N(CCO)Cc1ccccc1,5,-20,8,5
Cc1noc(-c2ccccc2)c1NC(=O)Nc1ccc(Cl)cc1,-4,-10,-10,3
COc1ccc(C2/C=C\CN(S(=O)(=O)c3cccs3)CC(=O)N2Cc2ccc(F)cc2)cc1 (stereo unspecified),-1,-34,2,8
C=CCNc1nc(-c2cccs2)c(CC(=O)O)s1,38,-51,20,7
O=C(CSc1nnnn1C1CCCC1)Nc1ccccc1F,-1,-27,-2,9
Nc1cc(Nc2ccc(Br)cc2)nc(N)n1,14,-12,9,9
O=C(CCc1nc(-c2ccccn2)no1)NCc1ccc2c(c1)OCO2,-5,-15,23,8
Cc1ccc(C(=O)N2CCN(c3ccc([N+](=O)[O-])cc3-n3cccc3)CC2)cc1,13,-56,10,8
O=[N+]([O-])c1cc(C(F)(F)F)ccc1NC1CCN(Cc2ccccc2)CC1,-6,-24,6,7
Cc1[nH]c2ccccc2c1/C=N/Nc1cccc(C(=O)O)c1,32,-17,-6,9
CCNc1nc(N)c(C(=O)C23CC4CC(CC(C4)C2)C3)s1,7,-34,8,7
Cc1noc(C)c1COC(=O)COc1ccc(-c2ccccc2)cc1,-1,-14,-25,5
COC(=O)c1[nH]c2ccccc2c1NC(=O)c1c(F)cccc1F,17,-18,6,4
Cc1ccnc(NS(=O)(=O)c2cc(C(F)(F)F)ccc2Cl)c1,-9,-16,6,3
Cc1ccc(OCC(=O)N(Cc2cccs2)C2CCS(=O)(=O)C2)cc1C (stereo unspecified),-13,-25,-14,7
CC(=O)NS(=O)(=O)c1ccc(Nc2ccc([N+](=O)[O-])c3nonc23)cc1,-14,-87,-27,10
COCCn1c(C(C)C)nc2ccccc21,-6,-11,0,6
O=C(O)c1cccc(CN2C(=O)S/C(=C/c3cccc([N+](=O)[O-])c3)C2=O)c1,13,1,-11,8
O=C(O)/C=C/c1cn(-c2ccccc2)nc1-c1cc2ccccc2o1,-11,9,-20,4
CCN(C(=O)c1cc2c(=O)[nH]c3ccc(C)cc3c2s1)c1ccccc1C,4,-9,5,7
Cc1nc2ccccc2c(=O)n1/N=C/C=C/c1ccccc1,3,-2,2,8
CSc1nc(=S)cc(C)[nH]1,12,-67,-13,3
CCn1c(=NC(=O)C2COc3ccccc3O2)sc2c(OC)ccc(OC)c21 (stereo unspecified),-50,-19,-11,6
COc1ccc(C2OC(=O)C(C)(C)C(=O)C2(C)C)cc1OC (stereo unspecified),3,-17,-13,4
Cc1cccn2cc(CCNS(=O)(=O)c3cccs3)nc12,7,-23,16,7
O=C(NCc1ccccc1Cl)c1ccc(CSc2nc3ccncc3[nH]2)cc1,15,9,17,5
CCCn1c(C(C)C)n[nH]c1=S,14,-58,13,6
CC1=CC(=O)C(C(C)=Nc2ccccc2Cl)C(=O)O1 (stereo unspecified),8,-17,12,9
Cc1cc(NC(=O)CN2CCCCC2)n(-c2ccccc2)n1,2,-8,-10,10
CN(C)CCCNc1cc(C(C)(C)C)nc2c(-c3ccccc3)cnn12,22,6,-2,6
COc1ccc(C(=O)O)cc1S(=O)(=O)NCCc1ccccn1,19,-11,-2,13
Cn1cccc1/C=N/NC(=O)Cc1ccccc1,-14,-77,7,9
C=C1SC(Nc2c(C)cc(C)cc2C)=NC12CCCCC2,17,16,17,7
# (cont.)
SMILES,Mcl1-Noxa inh,Mcl1-Bid inh,Pf gamet viab,Avidin fluor
Cc1ccc(NC(=S)Nc2ccccn2)cc1C,-6,-21,14,6
O=C(Cc1ccc(F)cc1)OCn1nnc2ccccc2c1=O,9,-5,12,8
CC/C=C/C(=O)N1CC2(CC(c3cccc(NC(=O)CC)c3)=NO2)C[C@H]1C(N)=O (stereo partly specified),-8,7,-37,14
O=S(=O)(Cc1noc(-c2ccc(OC(F)(F)F)cc2)n1)c1ccc(F)cc1,7,-12,-5,9
CC(=O)Nc1ccc(NC(=O)CSc2nnc(C)c(=O)n2N)cc1,-2,11,-12,10
CN(C)C(=O)CSc1nc2ccc(N3C(=O)c4ccccc4C3=O)cc2s1,8,-54,16,5
C[C@@]12CCC=C[C@H]1[C@H](c1ccc(/C=C/c3ccccc3)cc1F)N(Cc1ccccc1)C2=O,17,-36,29,8
N=C1/C(=C\c2coc3ccccc3c2=O)C(=O)N=C2SC=CN12,6,-79,-3,8
Cc1onc(-c2c(F)cccc2Cl)c1C(=O)N=C(N)N1CCCC1,-10,-7,2,7
COC(OC)C(C)NC(=O)NC(=O)c1ccccc1Cl (stereo unspecified),11,-8,-8,6
NS(=O)(=O)c1ccc(CNC(=O)c2ccc(Cl)c([N+](=O)[O-])c2)cc1,7,3,-4,8
CCCCC(=O)N(Cc1ccc(F)cc1)C1CCS(=O)(=O)C1 (stereo unspecified),4,-18,9,7
COc1ccc(-c2csc(NC3OC(=O)c4ccccc43)n2)cc1 (stereo unspecified),13,-88,-3,8
C[C@H](NC(=O)CCn1nnc2ccccc2c1=O)C(=O)O,18,10,2,5
CC1(C)c2ccccc2-n2c1cc1oc(=O)cc(O)c1c2=O,-24,-48,0,7
Cc1ccc(S(=O)(=O)N2CCN(CC(=O)N/N=C\c3ccncc3)CC2)cc1,-13,-51,-14,9
CSc1cccc(NC(=O)NCc2cccc(CNC(=O)Nc3cccc(SC)c3)c2)c1,-3,-5,-12,9
C(=N\Nc1ccc2nncn2n1)/c1ccccn1,11,-16,3,7
COC(=O)Cn1nnc(N2CCOCC2)n1,0,3,-27,4
Cc1c([N+](=O)[O-])c(C/C=N/O)nn1C,0,-8,-2,6
COc1ccc(Oc2cccc(Cl)c2CNC(=O)c2ccccc2C(=O)O)cc1,-15,-8,-2,5
COc1cccc(/C=N/NC(=O)c2ccoc2C)c1,-2,-43,11,7
CCOC(=O)c1sc(=S)n(-c2ccccc2)c1C,13,-48,-10,7
O=S(=O)(NC1CCCC1)c1ccccc1Br,5,-58,-22,8
N#C/C(=C\c1ccc(F)cc1F)S(=O)(=O)c1ccccn1,-29,-13,16,4
COc1cc(O)c(C(CC(=O)N2CCCC(C)C2)c2ccc3c(c2)OCO3)c(OC)c1 (stereo unspecified),0,-51,1,9
CCCCC(=O)N/C(N)=N/c1nc2ccccc2o1,-4,-15,-21,6
O=C(O)c1csc(-c2ccccc2)n1,-15,-14,-5,9
Cc1nnsc1-c1c(C(=O)O)c(C)nn1-c1ccc(OC(F)(F)F)cc1,4,-4,-12,5
Cc1cccc(-n2c(=S)[nH]c3nc4c(cc3c2=O)COC(C)(C)C4)c1,-13,-26,-9,4
C=CCOC(=O)C1=C(C)N=c2s/c(=C3\C(=O)N(CC(=O)O)c4ccccc43)c(=O)n2C1c1ccc(OC)cc1 (stereo unspecified),81*,3,-4,3
CN(C)CC#CCC(O)(c1ccccc1)c1ccccc1,7,-16,-3,8
COc1cc(/C=N/Nc2nc(N3CCCC3)nc(N3CCCC3)n2)ccc1OCc1ccccc1F,6,-27,12,8
Cn1cccc1-c1nc2ccccc2[nH]1,-7,-35,-2,8
Nc1scn[n+]1Cc1cccc2cccnc12,-3,-36,-8,12
O=C(Cn1cnc2cc([N+](=O)[O-])ccc2c1=O)Nc1cccc2ccccc12,13,-67,-17,8
Cc1c([N+](=O)[O-])c(N)nn1C,12,-9,21,6
CN(C)/C=C(/C(=O)c1ccc(Cl)c(Cl)c1)c1nnnn1-c1ccccc1,-12,-20,11,7
CCCc1cc(=O)c2c(O)ccc(OC)c2o1,-7,-13,-6,5
N#CCCn1cc(/C=N/N=C2\NC(=O)C(CC(=O)O)S2)c(-c2ccc(F)cc2)n1 (stereo unspecified),-5,1,-7,6
O=C(O)c1ccc(CSc2ncnc3c2cnn3Cc2ccccc2)cc1,-8,-12,11,2
CSc1ccc(C(=O)C2CCCN(C(=O)c3ccc4c(c3)no[n+]4[O-])C2)cc1 (stereo unspecified),13,-14,0,6
Cc1cc(C(=O)NNc2ccc(F)cc2F)no1,2,-24,-4,6
COCc1cc(=O)[nH]c(/N=C(\N)Nc2ccc(Cl)c(Cl)c2)n1,3,-25,13,6
Cc1cc(N/C=C(\C#N)S(=O)(=O)c2ccccc2Cl)nc(C)n1,1,-3,-3,7
S=C(Nc1ccccc1Cl)N1CCCC(c2ccccc2)=N1,-4,-13,-18,3
N#Cc1cnc(Nc2ccc(F)cc2)nc1N,0,-29,-15,5
O=c1[nH]c2c(cnn2-c2ccc(Cl)cc2)c(=O)n1-c1cccc(Cl)c1,13,3,-12,6
CC(NC(=O)CSc1ncccc1C(=O)O)C1CC2CCC1C2 (stereo unspecified),17,-13,-24,4
